# High-throughput results: PubChem, National Center for Advancing Translational Sciences (NCATS)
# FH mod: Identification of activators of human fumarate hydratase by quantitative high-throughput screening. AID 1347055, 2019. 0.22% of 54,000 active. FH coupled MDH/diaphorase resazurin fluorescence, 15 min. Potency, µM (titrated, usually from 79.9 µM), for the others: at the highest dose activity change, negative = inhibition, hits mostly inhibitors; also: potency is read from the fitted curve at half-maximal effect; % is scaled to controls: 0 for no effect and ±100 for the full control effect; the screen sought activators but most active calls are inhibition curves; nearly all actives have a fitted effect of over 45% in size
# NTMT1 inh: blocks human N-terminal methyltransferase 1 activity | NTMT1 MTase-Glo SAH luminescence, purified enzyme | 2.5% of 59,000 active | AID 1645870 | Q9BV86 | Potency, µM (top dose mostly 114 µM), without a hit: top-dose activity change, negative = inhibition, hits mostly inhibitors;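 also: potency is read from the fitted curve at half-maximal effect; plate controls were DMSO vehicle for no effect and no enzyme for full effect; nearly all actives have a fitted effect of over 65% in size; many of its hits are not listed in these tables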
# Target sequence (Q9BV86 whole entry, looked up): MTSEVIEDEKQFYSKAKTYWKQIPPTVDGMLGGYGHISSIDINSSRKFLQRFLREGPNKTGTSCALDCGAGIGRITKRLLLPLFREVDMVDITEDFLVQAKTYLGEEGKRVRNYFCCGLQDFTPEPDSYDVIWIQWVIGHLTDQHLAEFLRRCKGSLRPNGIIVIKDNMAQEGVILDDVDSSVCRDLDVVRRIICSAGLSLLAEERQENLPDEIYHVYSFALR
# TSG101-PTAP inh: inhibitors of HIV-1 PTAP binding to human TSG101, validation. AID 1347069. 44,000 tested, under 10 active. Q99816. Potency, µM (highest dose often 115 µM), without a hit: at the top dose activity change, negative = inhibition, usual class: inhibitors. Fluorescence polarization, FITC-PTAP peptide/Tsg101, 20 min; also: potency is read from the fitted curve at half-maximal effect; 0% is about no effect
#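 Steps: Tsg101 binding domain (10 uM final) in HEPES pH 7.5/NaCl/Tween 20/EDTA/TCEP; add compound; add FITC-PTAP peptide (50 nM final); incubate 20 min r.t.; read polarization.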
# p53null 39C kill: p53 null cell cytotoxicity, nonpermissive temperature; H1299 p53-null (neo) cells, 39C, ATPlite viability, 24 h; Potency, µM (doses to about 46.1 µM), without a hit: at the top dose activity, negative = cell killing, usual class: cytotoxic; 0.97% of 55,000 active; AID 904;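 also: potency is read from the fitted curve at half-maximal effect; 0% = DMSO only and -100% = full killing by 100 µM tamoxifen; nearly all actives have a fitted effect of over 50% in size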
#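 ATP-luminescence viability readout (ATPlite, 20 min RT) after 24 hr compound treatment at 39C of H1299-neo or H1299-p53A138V cells; titration up to 46 uM; normalized to DMSO and 100 uM tamoxifen; Hill-fit AC50.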
# B2AR arrestin ag: ADRB2 beta-arrestin recruitment. P07550. HTLA Tango cells, beta-arrestin recruitment, luciferase luminescence, 18 h. Potency, µM (doses to about 46.1 µM), inactives show top-dose activation, usual class: activators. 44,000 tested, under 10 active;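 also: potency is read from the fitted curve at half-maximal effect; 0% = DMSO and full agonism = EC100 isoproterenol or metaproterenol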
# Target sequence (P07550 whole entry, looked up): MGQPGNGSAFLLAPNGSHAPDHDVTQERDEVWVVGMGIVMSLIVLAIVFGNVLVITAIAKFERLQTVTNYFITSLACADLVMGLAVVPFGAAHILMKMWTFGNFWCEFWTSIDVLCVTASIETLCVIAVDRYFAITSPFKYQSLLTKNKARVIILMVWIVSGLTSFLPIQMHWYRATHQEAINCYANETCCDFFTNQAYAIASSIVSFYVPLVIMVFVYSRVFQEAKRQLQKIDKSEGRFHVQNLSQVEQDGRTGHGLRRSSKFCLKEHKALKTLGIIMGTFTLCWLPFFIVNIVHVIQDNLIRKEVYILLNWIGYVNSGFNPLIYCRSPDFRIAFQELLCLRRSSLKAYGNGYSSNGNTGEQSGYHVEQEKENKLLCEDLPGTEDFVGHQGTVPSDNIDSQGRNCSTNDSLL
#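 Tango cell line, 1% FBS DMEM; cpd titration up to 46 microM; 18 hr, 37 degrees C, 5% CO2. Luciferin/ATP substrate mix added, 15 min RT, luminescence. %Activity, CRC fitting, curve-class categorization.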
# p53null 32C kill: kills p53 null cells at the permissive temperature; H1299-neo p53 null cells, ATP luminescence, 24 h, 32C; AID 903; Potency, µM (doses to about 46.1 µM), inactives show at the highest dose activity change, negative = cytotoxicity, hits mostly cytotoxic; 0.62% of 55,000 active;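 also: potency is read from the fitted curve at half-maximal effect; 0% = DMSO only and -100% = full killing by 100 µM tamoxifen; nearly all actives have a fitted effect of over 55% in size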
#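 Luminescent ATP readout gave cell viability of p53-null H1299-neo cells after a 24 h compound exposure at the permissive 32C. Titrations ran up to 46 uM, and AC50s were fitted with the standard Hill equation.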
# GALK inh: inhibits human galactokinase. P51570. AID 1347072. Potency, µM (titrated, usually from 57.5 µM), inactives show at the top dose activity, negative = inhibition, actives largely listed as inhibitors. recombinant GALK, Kinase-Glo ATP luminescence, 1 h. 44,000 tested, under 10 active;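 also: plate controls were full GALK reaction for no effect and reaction lacking GALK for full effect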
# Target sequence (P51570 whole entry, looked up): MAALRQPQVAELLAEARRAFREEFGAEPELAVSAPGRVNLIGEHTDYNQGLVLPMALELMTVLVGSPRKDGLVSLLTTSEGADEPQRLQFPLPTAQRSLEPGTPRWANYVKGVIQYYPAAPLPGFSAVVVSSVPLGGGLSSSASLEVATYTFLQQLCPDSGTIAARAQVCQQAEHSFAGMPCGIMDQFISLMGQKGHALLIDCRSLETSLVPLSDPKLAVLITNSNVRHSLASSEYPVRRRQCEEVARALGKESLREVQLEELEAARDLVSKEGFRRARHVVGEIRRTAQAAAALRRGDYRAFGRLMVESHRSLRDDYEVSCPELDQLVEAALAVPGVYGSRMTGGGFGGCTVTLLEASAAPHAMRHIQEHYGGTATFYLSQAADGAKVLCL
#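 Luminescent ATP-depletion readout (Kinase-Glo Plus) after 1 h room-temperature incubation of human GALK (5 nM) with galactose 100 µM and ATP 35 µM, pH 8.0 HEPES/Mg2+ buffer; compounds tested in qHTS format.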
# Starred values were filed as active, the others as inactive; ? = inconclusive; . = not tested or not shown; [ ] = another dose, or the depositor's remark. Calls follow the shape of the dose curve; as a rule, active = well fitted curve in the direction sought with a large enough effect; inconclusive = small, poorly fitted or top-dose-only effect, or another doubt; inactive = no such curve, though single readings can be large; an effect the other way counts as inactive or inconclusive.
# Start of the data: the first five entries as a preview:
# Order of values: FH mod, NTMT1 inh, TSG101-PTAP inh, p53null 39C kill, B2AR arrestin ag, p53null 32C kill, GALK inh
- Cc1cccc(CCNC(=O)c2cc3c(=O)n(C)c4ccccc4c3n2C)c1
→ -30%, 4%, -4%, -14%, -2%, 0%, 10%
- COc1ccc(NCc2nnc3n2CCCCC3)c(OC)c1
→ 0%, -10%, 4%, -6%, 0%, -5%, -1%
- O=S(=O)(Nc1nc2n(n1)C(c1ccccc1)C=C(c1ccc(Cl)cc1)N2)c1ccccc1 (configuration not stated)
→ ?, 14%, ?, 7%, 1%, 1%, 0%
- Fc1ccccc1N1CCN(c2ncc3c(n2)CCN(Cc2cc(Br)cs2)C3)CC1
→ -7%, 2%, 0%, 0%, 1%, -5%, 0%
- Cc1cc(S(=O)(=O)n2ccnc2C(C)C)cc([N+](=O)[O-])c1C
→ ?, 12%, -7%, -12%, 1%, 18%, 0%

# Main list, from the first entry:
# Order of values: FH mod, NTMT1 inh, TSG101-PTAP inh, p53null 39C kill, B2AR arrestin ag, p53null 32C kill, GALK inh
- Cc1cccc(CCNC(=O)c2cc3c(=O)n(C)c4ccccc4c3n2C)c1
→ -30%, 4%, -4%, -14%, -2%, 0%, 10%
- COc1ccc(NCc2nnc3n2CCCCC3)c(OC)c1
→ 0%, -10%, 4%, -6%, 0%, -5%, -1%
- O=S(=O)(Nc1nc2n(n1)C(c1ccccc1)C=C(c1ccc(Cl)cc1)N2)c1ccccc1 (configuration not stated)
→ ?, 14%, ?, 7%, 1%, 1%, 0%
- Fc1ccccc1N1CCN(c2ncc3c(n2)CCN(Cc2cc(Br)cs2)C3)CC1
→ -7%, 2%, 0%, 0%, 1%, -5%, 0%
- Cc1cc(S(=O)(=O)n2ccnc2C(C)C)cc([N+](=O)[O-])c1C
→ ?, 12%, -7%, -12%, 1%, 18%, 0%
- O=C(CCn1cnc2onc(-c3ccc(F)cc3)c2c1=O)Nc1cccc(C(F)(F)F)c1
→ ?, -3%, -5%, ?, -1%, 37%[activator], 2%
- O=c1oc2c(F)cc(F)cc2cc1S(=O)(=O)c1ccc(F)cc1
→ -21%, ?, 2%, -1%, 0%, -6%, 3%
- Cc1cccc(C)c1OCC(=O)Nc1ncn[nH]1
→ ?, -1%, -2%, 2%, 8%, -3%, -13%
- CCc1ccc(-n2c(=O)c3sc4ccccc4c3n(CC(=O)NCc3ccccc3)c2=O)cc1
→ -1%, 10%, -1%, -15%, 1%, -14%, -2%
- CCCn1c(COc2cccc(C)c2)nc2ccccc21
→ -10%, 6%, 0%, -23%, -3%, -11%, 5%
- Cc1cc(N2CCCCC2)nc2ccc(NC(=O)/C=C/c3ccc(OCCC(C)C)cc3)cc12
→ 2%, -1%, 3%, -3%, 0%, 9%, 0%
- CCOc1ccccc1CNC(=O)CCc1c(C)nn(-c2ccc(N3CCCCC3)nn2)c1C
→ ., ., -4%, 0%, 2%, -5%, -1%
- Cc1ccc(C(c2sc3nc(-c4ccco4)nn3c2O)N2CCCC2)cc1 (configuration not stated)
→ -3%, 0%, -4%, 23%, -3%, -3%, -2%
- CCN(CC)S(=O)(=O)c1ccc2c(c1)N(CC(=O)NCc1ccccc1)C(=O)C1CCCCN21 (configuration not stated)
→ -37%, -8%, -1%, 1%, 0%, -8%, 2%
- Cc1ccc(S(=O)(=O)c2cn(C)c3cc(N4CCN(c5ccccc5)CC4)c(F)cc3c2=O)cc1
→ -4%, -1%, -2%, 0%, -1%, 3%, 1%
- CNC(=O)C1CCC(Cn2c(=O)c3sccc3n(CC(=O)Nc3ccc(C)cc3C)c2=O)CC1 (configuration not stated)
→ 2%, -21%, -4%, -2%, 0%, -6%, -2%
- Cc1ccccc1NC(=O)c1c(NC(=O)c2ccncc2)sc2c1CCC(C(C)(C)C)C2 (configuration not stated)
→ ?, 2%, -1%, 14%, -2%, -10%, 2%
- Cc1ccc(NC(=O)CC(C)S(=O)(=O)c2ccc3c(c2)NC(=O)CO3)cc1C (configuration not stated)
→ -33%, -2%, 0%, 1%, 0%, -7%, 2%
- Cc1cccc(N2CCN(C(=O)Cn3c(C)c4cnn(-c5ccccc5)c(=O)c4c3C)CC2)c1C
→ -29%, -1%, 2%, 7%, -3%, 19%, 3%
- Cc1ccc(C)c(CSc2nc3ncccc3[nH]2)c1
→ -18%, 0%, 2%, -15%, 0%, -13%, 3%
- COc1ccc(Cn2c(=O)[nH]c3cc(C(=O)N4CCN(c5ccccc5)CC4)ccc3c2=O)cc1
→ 3%, -1%, 1%, -9%, 0%, 9%, -2%
- Cc1ccc(-n2ncc(C(=O)N3CCN(c4ccccc4F)CC3)c2C2CCN(C(=O)OC(C)(C)C)CC2)cc1C
→ 2%, 15%, -4%, -5%, 0%, 4%, 3%
- Cc1ccc(-c2c(C(=O)NCCc3ccccc3)oc(=O)c3ccccc23)cc1
→ -29%, ?, -5%, -20%, 1%, 42%[activator], 6%
- Fc1ccc(-c2nc3c4c(-c5ccccc5)c(-c5ccccc5)oc4ncn3n2)cc1
→ 0%, 18%, -3%, 15%, -1%, 1%, -1%
- COc1ccc(N2CCN(CCCNC(=O)c3nnc(Cc4ccccc4Cl)o3)CC2)cc1
→ -9%, -16%, 1%, -1%, 0%, -4%, 0%
- CNc1ccc(-c2nc(-c3ccco3)no2)cc1[N+](=O)[O-]
→ 6%, 0%, 3%, -19%, -3%, -14%, 3%
- Cc1cccc(C)c1OCC(=O)N(Cc1ccc(Cl)cc1)CC1CCCO1 (configuration not stated)
→ -10%, 14%, -7%, -20%, -5%, 7%, 1%
- COc1ccc(CNS(=O)(=O)c2cnc(N)nc2)c(OC)c1
→ -6%, 6%, 3%, 3%, 0%, -6%, -7%
- Cc1ccc(NC(=O)C2CCCN2S(=O)(=O)c2ccc3c(c2)CCCC(=O)N3)cc1Cl (configuration not stated)
→ -16%, -3%, 0%, -2%, -2%, 0%, -2%
- O=C(Nc1ccc(F)cc1Cl)c1cnc(N2CCOCC2)c2ccccc12
→ 1%, ?, -8%, 7%, 0%, ?, 3%

# Rewritten tab-delimited: part of the list above.
mol	FH mod	NTMT1 inh	TSG101-PTAP inh	p53null 39C kill	B2AR arrestin ag	p53null 32C kill	GALK inh
Cc1ccc(C)c(CSc2nc3ncccc3[nH]2)c1	-18%	0%	2%	-15%	0%	-13%	3%
CNc1ccc(-c2nc(-c3ccco3)no2)cc1[N+](=O)[O-]	6%	0%	3%	-19%	-3%	-14%	3%
Cc1ccc(-n2ncc(C(=O)N3CCN(c4ccccc4F)CC3)c2C2CCN(C(=O)OC(C)(C)C)CC2)cc1C	2%	15%	-4%	-5%	0%	4%	3%
COc1ccc(N2CCN(CCCNC(=O)c3nnc(Cc4ccccc4Cl)o3)CC2)cc1	-9%	-16%	1%	-1%	0%	-4%	0%
Cc1cccc(C)c1OCC(=O)N(Cc1ccc(Cl)cc1)CC1CCCO1 (configuration not stated)	-10%	14%	-7%	-20%	-5%	7%	1%
Cc1cccc(N2CCN(C(=O)Cn3c(C)c4cnn(-c5ccccc5)c(=O)c4c3C)CC2)c1C	-29%	-1%	2%	7%	-3%	19%	3%

# Later entries:
# Order of values: FH mod, NTMT1 inh, TSG101-PTAP inh, p53null 39C kill, B2AR arrestin ag, p53null 32C kill, GALK inh
- OCc1cnc(SCc2ccccc2F)n1Cc1ccc(F)cc1
→ 6%, -8%, -4%, -1%, -1%, -5%, -2%
- CCCNC(=O)CN1C(=O)c2c(c3ccccc3n2C)C1c1ccc(OC)cc1 (configuration not stated)
→ -2%, 12%, -1%, 5%, 1%, -2%, 2%
- Cc1c(Cl)cccc1-c1ccc(CNCCCSc2nnnn2C)o1
→ -5%, -18%, 0%, -23%, -4%, -4%, -11%
- CCC(C(=O)Nc1cccc(C#N)c1)n1c(=O)c(-c2ccccc2NC(C)=O)nc2ccccc21 (configuration not stated)
→ ?, 4%, 3%, -2%, -2%, -10%, 3%
- Cc1cc(C)c(NC(=O)CCCn2c(C)c3cnn(-c4ccccc4)c(=O)c3c2C)c(C)c1
→ -12%, -29%, -5%, 3%, -1%, 6%, 0%
- CC(=O)N1CCCc2cc(S(=O)(=O)N3CCC(C(=O)Nc4ccc(C)cc4Cl)CC3)ccc21
→ -6%, 22%, 0%, 18%, 0%, 2%, 1%
- Cc1cccc(C(=O)n2nc(-c3cccnc3)nc2NCc2ccccc2)c1
→ -18%, 1%, -4%, 16%, -1%, 6%, 1%
- CCc1ccc(NC(=O)Cc2c(C(=O)O)c(C)cn2C)cc1
→ 7%, 29%, 0%, -1%, -2%, -11%, 3%
- Cc1cc(C)cc(NC(=O)Cn2nc(N3CCN(c4ccccc4)CC3)ccc2=O)c1
→ ?, 0%, 0%, -10%, 0%, 4%, -1%
- CCOC(=O)c1ccc(N2C(=O)c3n[nH]c(-c4ccco4)c3C2c2ccc(O)c(OC)c2)cc1 (configuration not stated)
→ ?, -13%, 1%, ?, 0%, -13%, 3%
- COc1ccc(CCNCc2c(C(=O)O)c(C)n(Cc3cccc(Cl)c3)c2C)c(OC)c1OC
→ -4%, -11%, 1%, -19%, -3%, -1%, 7%
- O=C(c1ccc2c(c1)N(Cc1ccccc1)C(=O)c1ccccc1S2(=O)=O)N1CCN(Cc2ccccc2)CC1
→ -21%, -1%, -1%, -17%, -2%, -8%, 6%
- CC(C)(C)C(=O)CSc1nc2ccsc2c(=O)n1Cc1ccccc1F
→ -26%, 8%, 1%, 12%, -2%, 11%, -1%
- Cc1ccc(CNC(=O)CCN2C(=O)C(C)Oc3ccc(C)cc32)cc1 (configuration not stated)
→ -14%, ?, -6%, 3%, 0%, 14%, 1%
- CCNC(=O)c1c(NC(=O)Cc2coc3cc(C)cc(C)c23)sc2c1CCCC2
→ -34%, 26%, 4%, 16%, -1%, -7%, 4%
- Cc1c(CCC(=O)NCCc2ccccc2F)c(=O)oc2cc(O)ccc12
→ ., ., -9%, ?, 0%, -5%, -1%
- Cc1ccccc1NC(=O)Cn1nnc(C(=O)NCc2cccs2)c1N
→ -6%, -3%, -1%, -9%, 0%, 22%, 0%
- O=c1oc2ccccc2cc1-c1cn2cc(Cc3ccc(Cl)cc3)sc2n1
→ -2%, -8%, 1%, -17%, 1%, 10%, 6%
- CCCCNC(=O)CSc1nc2cc3c(cc2c(=O)n1CCCCCC(=O)NCc1ccc(OC)cc1)OCO3
→ 5%, 3%, 1%, -9%, -2%, 4%, -1%
- COc1ccc(-n2cnc3cc(C(=O)NC4CCCC4)ccc32)cc1
→ -3%, 1%, -1%, 24%, -1%, 5%, 1%
- O=S1(=O)N=C(Oc2cccc3ccccc23)c2ccccc21
→ ., -18%, ., 21%, ., 4%, .

# Not all compounds are listed (hit frequency here may not be typical).
